# Compound activity as filed in PubChem.
# NSD2 inh = NSD2 (human) methyltransferase inhibition. inhibition, % at 12.5 µM. O96028. hit rate 0.54% among 310,000. AID 743445. NSD2 peptide methylation, AlphaScreen, 120 min; in the data active means inhibition above about 50%
# Target sequence (O96028 whole entry, looked up): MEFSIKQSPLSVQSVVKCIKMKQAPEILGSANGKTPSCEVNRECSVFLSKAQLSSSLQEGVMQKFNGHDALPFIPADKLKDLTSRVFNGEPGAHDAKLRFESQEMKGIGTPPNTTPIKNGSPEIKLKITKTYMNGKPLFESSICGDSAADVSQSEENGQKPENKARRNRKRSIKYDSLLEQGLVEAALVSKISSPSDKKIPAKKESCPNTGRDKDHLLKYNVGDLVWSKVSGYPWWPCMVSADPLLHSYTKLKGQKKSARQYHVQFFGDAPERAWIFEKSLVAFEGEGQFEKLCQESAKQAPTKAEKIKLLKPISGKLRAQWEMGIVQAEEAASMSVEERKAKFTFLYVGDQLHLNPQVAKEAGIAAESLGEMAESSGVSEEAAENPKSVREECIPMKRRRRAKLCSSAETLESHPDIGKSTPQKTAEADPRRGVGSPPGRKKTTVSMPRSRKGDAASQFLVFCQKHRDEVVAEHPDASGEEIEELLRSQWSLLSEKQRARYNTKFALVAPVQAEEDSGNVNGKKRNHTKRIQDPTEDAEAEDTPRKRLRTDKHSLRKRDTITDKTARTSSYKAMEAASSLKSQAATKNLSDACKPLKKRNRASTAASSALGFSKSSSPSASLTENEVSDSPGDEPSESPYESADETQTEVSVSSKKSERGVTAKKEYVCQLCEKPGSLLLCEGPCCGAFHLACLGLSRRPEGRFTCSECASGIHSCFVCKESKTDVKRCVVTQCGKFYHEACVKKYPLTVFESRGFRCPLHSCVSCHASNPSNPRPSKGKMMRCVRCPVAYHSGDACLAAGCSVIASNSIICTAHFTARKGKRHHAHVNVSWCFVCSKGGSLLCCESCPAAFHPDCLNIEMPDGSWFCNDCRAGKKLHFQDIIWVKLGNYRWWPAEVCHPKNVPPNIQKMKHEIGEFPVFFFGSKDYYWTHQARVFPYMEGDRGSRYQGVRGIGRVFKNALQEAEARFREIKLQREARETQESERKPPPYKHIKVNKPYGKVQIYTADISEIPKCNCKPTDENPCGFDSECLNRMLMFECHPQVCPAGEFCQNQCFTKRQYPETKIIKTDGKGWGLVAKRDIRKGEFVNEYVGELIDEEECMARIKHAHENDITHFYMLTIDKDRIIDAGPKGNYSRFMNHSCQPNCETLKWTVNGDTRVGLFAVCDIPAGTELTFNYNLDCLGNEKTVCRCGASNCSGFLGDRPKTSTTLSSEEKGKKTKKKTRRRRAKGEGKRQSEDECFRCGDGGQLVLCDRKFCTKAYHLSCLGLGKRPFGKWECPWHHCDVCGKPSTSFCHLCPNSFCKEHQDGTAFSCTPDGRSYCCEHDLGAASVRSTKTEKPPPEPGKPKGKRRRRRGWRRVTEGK
# The depositor's hits bear a star. Only part of the results is shown; rates above refer to the full screens.
SMILES,NSD2 inh
CCC(=O)Nc1ccc(C2=NNC(=NCC3CCCO3)SC2)cc1 (centres undefined),-7
CCc1ccc(C(O)c2ncc(-c3cccc(C(F)(F)F)c3)[nH]2)cc1 (centres undefined),6
CC(NCc1ccco1)C(=O)N1CCCN(C)CC1 (centres undefined),-5
Cc1ccc(C)c(C(O)c2ncc(-c3cccc(C(F)(F)F)c3)[nH]2)c1 (centres undefined),-3
Cc1ccccc1NC(=O)[C@@H]1CC(=O)O[C@@H]1c1ccccc1,-3
c1cc(-c2ccsc2)n2cnnc2c1,1
CCCNC(=O)c1cc(C2CCCN(C(=O)c3ccc4ccccc4c3)C2)on1 (centres undefined),3
CC(C)Oc1cc(F)ccc1-c1cc(C(=O)Nc2cccc(C(F)(F)F)c2)[nH]n1,-6
O=C1Nc2ccccc2OC1CC(=O)N1CCCCCCC1 (centres undefined),4
COc1ccc(-n2c(COc3ccccc3)nnc2SCc2nc3ccccc3[nH]2)cc1,7
Cc1ccc(OCCN2CCC2(C)C(=O)NCc2ccc(C(F)(F)F)cc2)cc1 (centres undefined),3
Cc1ccc(C(O)c2ncc(-c3ccccc3F)[nH]2)cc1F (centres undefined),0
FC(F)C(F)(F)Oc1cccc(Nc2nccn3c(-c4cc(C(F)(F)F)cc(C(F)(F)F)c4)cnc23)c1,0
CC(C)(C)c1ccc(CC(=O)N2CCC2(C)C(=O)NCc2ccc(Cl)cc2)cc1 (centres undefined),0
Cc1ccsc1C=Nn1c(-c2n[nH]c3c2CCC3)n[nH]c1=S,-3
COCc1cccc(-c2csc(C(O)c3ccc(F)cc3)n2)c1 (centres undefined),-8
COc1ccc(NC(=O)C2(C)Cc3c(-c4ccc(C(N)=O)cc4)ccnc3O2)cc1 (centres undefined),1
Cn1c(=O)c2cc(NC(=O)NCCc3cccs3)ccc2n1Cc1ccccc1,0
CC(=O)Nc1cncc(-c2cccc(S(C)(=O)=O)c2)n1,-4
CCN(C(=O)c1cccc2c1-c1ccccc1C2=O)c1ccccc1,2
CCCS(=O)(=O)NC(=O)C1(C)CCN(C(=O)CSc2ccccc2)C1 (centres undefined),-3
N#Cc1ccc(C(=O)N2CCCCC2c2cc(C(=O)Nc3ccc4c(c3)OCO4)no2)cc1 (centres undefined),6
Cc1ccc(-n2c(Cc3cccs3)nnc2SCC(=O)Nc2ccc(OCc3ccccc3)cc2)cc1,1
COc1cc(F)ccc1-c1cc(C(=O)NCc2ccc(C(F)(F)F)cc2)[nH]n1,-2
CC(C)CNc1ncnc2c1ncn2[C@H]1CN(Cc2ccncc2)C[C@@H](CO)O1,-1
CCC(C)N(C(C)CC)S(=O)(=O)c1ccc2[nH]c(=O)oc2c1 (centres undefined),17
Cc1ccc(NC(=O)C2CCN(c3nnc(-n4cccc4)s3)CC2)cc1C,8
CCCNC(=O)C1(C)CCN1C(=O)c1ccccc1CCc1ccccc1 (centres undefined),-3
C=CCn1c(SCc2ccc(C#N)cc2)nnc1-c1ccco1,-1
COC(=O)N1CCCC(c2cc(C(=O)Nc3ccccc3Cl)no2)C1 (centres undefined),-2
CCCNC(=O)C1(C)CCCN(CC(=O)c2ccccc2OC)C1 (centres undefined),2
Cc1ccc(S(=O)(=O)N2CCCc3nc(C)c(C)cc32)cc1,-2
COc1ccc(CN2CCC2(C)C(=O)Nc2cccc(NS(C)(=O)=O)c2)c2ccccc12 (centres undefined),2
CCCC(=O)N1CCC1(C)C(=O)Nc1ccc(OC)c(OC)c1 (centres undefined),-1
CCN=C1NC(CCc2ccccc2)C(C(=O)OC)=C(C)N1Cc1ccc(C(F)(F)F)cc1 (centres undefined),0
CN1CCN(C(=O)c2ccc(-c3cnc4cccnn34)cc2)CC1,5
Nn1c(SCC(=O)Nc2nccs2)nnc1-c1cc(-c2ccc(F)cc2)n[nH]1,-1
O=C(c1cccnc1)N1CCC(c2nc3ccccc3[nH]2)CC1,-1
CSCCNC(=O)C1(C)CCN1C(=O)c1cc(C)n(C)n1 (centres undefined),-4
Cc1ccc(C(O)c2ncc(-c3cccc(C(F)(F)F)c3)[nH]2)cc1F (centres undefined),4
COc1cccc(-c2cnc3c(NC(C)=O)cc(-c4cccc(C(=O)NCCN(C)C)c4)cn23)c1,9
Clc1ccc(CN2CCN(N=Cc3c4ccccc4cc4ccccc34)CC2)cc1,4
O=C(CSc1nc2sc3c(c2c(=O)n1-c1ccc(Cl)cc1)CCC3)Nc1ccc(C(=O)O)cc1,3
CCCCC(=O)N(C)c1c(CC)nc2c(OCc3ccccc3C)cccn12,-25
COC(=O)C1=C(C)N(Cc2ccccc2C(F)(F)F)C(=NCc2ccc(OC)cc2)NC1c1ccccc1 (centres undefined),0
Clc1cccc(-c2ccc3nccn3c2)c1Cl,1
O=C(Cc1c[nH]c2ccccc12)Nc1ccc(Nc2cccnc2)c(-c2ccc(Oc3ccccc3)cc2)c1,0
Cn1c(Cc2cccs2)nnc1SCC(=O)Nc1ccc2c(c1)OCCO2,0
CC1(C(=O)NS(=O)(=O)c2ccc(C#N)cc2)CCN1C(=O)C1(c2ccccc2)CC1 (centres undefined),1
CN(C)CCNc1ncnc2c1ncn2[C@H]1CN(Cc2ccncc2)C[C@@H](CO)O1,1
Cc1ccccc1S(=O)(=O)NC(=O)C1(C)CCN1C(=O)c1c(C)noc1C (centres undefined),-2
COc1cc(F)ccc1-c1cc(C(=O)NCc2cccc(Cl)c2)[nH]n1,0
Cn1c(COc2ccccc2)nnc1SCC(=O)Nc1ccc(S(=O)(=O)Nc2nccs2)cc1,-2
CCc1nc2ccc(C(=O)N(CC)CCN(C)C)cn2c1N(C)Cc1cccs1,8
CCCCNC(=O)C1(C)CCCCN1C(=O)c1ccc(F)cc1Cl (centres undefined),-1
CCOC(=O)/C(=C\Nc1cccc(OCc2ccccc2)c1)NC(=O)c1ccccc1,-2
OC[C@@H]1CN(Cc2cccs2)C[C@H](n2cnc3c(Nc4ccccc4)ncnc32)O1,8
OC[C@@H]1CN(Cc2ccc(Cl)cc2)C[C@H](n2cnc3c(N4CCOCC4)ncnc32)O1,28
Cc1cc(N2CCN(C(=O)OC(C)(C)C)C[C@@H]2C)ccc1N1CCS(=O)(=O)CC1,-1
CC(=O)Nc1cccc(-c2cc(NC=O)c3ncc(-c4ccc(C(C)=O)cc4)n3c2)c1,0
# The results go on:
SMILES,NSD2 inh
CC1(C)CC(=O)C=C(Nc2ccccc2NC(=O)c2cc(F)cc(F)c2)C1,3
CC(=O)Nc1ccc(NC(=O)Cn2cc3c(n2)CCC(C)C3)cc1 (centres undefined),1
COC(=O)[C@@H](C)NC(=O)C(Cc1ccc2c(c1)OCO2)NC(C)=O (some centres undefined),6
CCN(CCO)c1ccc(Nc2cc(-c3ccc(-c4ccccc4)cc3)ncn2)cc1,-2
Cc1ccccc1-c1csc(C(C)(O)c2ccc(F)c(F)c2)n1 (centres undefined),-2
O=C(NCc1ccccc1)C1Cc2c(-c3ccc4c(c3)OCO4)ccnc2O1 (centres undefined),-1
CC1(C(=O)NS(=O)(=O)c2ccc(Br)cc2)CCN1C(=O)CC1CCCCC1 (centres undefined),-3
CCc1nc2c(OCc3ccc(C(=O)N(C)C)cc3)cccn2c1N(C)C(=O)c1ccc(C)cc1,-4
COc1ccccc1CNc1nc(Nc2ccccc2-n2cccn2)c2sccc2n1,0
COc1ccc(-c2csc(C(O)c3ccc(F)cc3)n2)cn1 (centres undefined),2
CC1(C(=O)Nc2ccc(F)cc2F)CCN1C(=O)Cc1ccc(Cl)cc1Cl (centres undefined),0
CCC1CC(C(=O)O)CC(=O)N1 (centres undefined),2
COc1cccc(CCNS(=O)(=O)c2c(C)n[nH]c2C)c1,-3
COCCN1C[C@@H](CO)O[C@@H](n2cnc3c(NC4CCCC4)ncnc32)C1,1
COc1ccc(CCNC(=O)c2ccc(CSc3ccc(Cl)cc3)o2)cc1OC,5
O=C(NCc1ccccc1)c1cc(C2CCCCN2C(=O)CCCc2ccccc2)on1 (centres undefined),-2
Cc1ccccc1CS(=O)(=O)Cc1ccc(C(=O)Nc2cccc(Cl)c2F)o1,-1
c1nc(NCC2CCOC2)c2cc(-c3ccc4c(c3)OCO4)ccc2n1 (centres undefined),1
O=S(=O)(N[C@@H]1CCCC[C@H]1N1CCOCC1)c1ccc(Cl)cc1,0
CCCS(=O)(=O)NC(=O)C1(C)CCN(C(=O)c2ccccc2OC(C)=O)C1 (centres undefined),0
CC(C)NC(=O)c1cccc2c(-c3ccc(F)c(F)c3)coc12,-1
Cn1cccc1CC(=O)NN=Cc1cccc(F)c1,8
CC(=O)c1cc(-c2ccccc2)n(CC(=O)NCc2ccccc2Cl)c1C,-2
CCOC(=O)C1(C)CCN1C(=O)c1cc(F)cc(F)c1 (centres undefined),-6
COCCNc1nc2cc(-c3ccccc3)sc2c(=O)n1C,-1
COc1ccccc1NC(=O)Nc1nnc([C@H]2C[C@H](O)[C@@H](CO)O2)s1,-2
Cc1ccc(S(=O)(=O)Nc2ccc(F)c(F)c2O)cc1,2
Cc1ccccc1-c1csc(C(C)(O)c2ccccc2)n1 (centres undefined),6
Cc1ccccc1-c1cc2nc(NCc3ccc4occc4c3)n(C)c(=O)c2s1,-1
COc1cc(NC(=O)C2CCCN(S(=O)(=O)c3ccc(C)cc3)C2)cc(OC)c1 (centres undefined),-2
OCCN1CCN(c2ncnc3c2ncn3[C@H]2CN(Cc3ccncc3)C[C@@H](CO)O2)CC1,-2
CC1(C(=O)Nc2cccc(C(F)(F)F)c2)Cc2c(-c3cccc(C(N)=O)c3)ccnc2O1 (centres undefined),-1
CC1(C(=O)NS(=O)(=O)c2ccc(F)cc2F)CCN1C(=O)Cc1ccccc1Cl (centres undefined),-1
O=C(Nc1ccc(F)cc1)OCc1cn(Cc2cc(F)cc(F)c2)nn1,-1
O=C(NCc1ccco1)c1ccc(-c2ccc3nccn3c2)cc1,-2
CCOC(=O)C(=O)N(C)c1c(CC)nc2c(OCc3ccccc3)cccn12,0

# Quoted at random: 7 compounds from above.
SMILES,NSD2 inh
Cc1ccc(S(=O)(=O)Nc2ccc(F)c(F)c2O)cc1,2
COCCNc1nc2cc(-c3ccccc3)sc2c(=O)n1C,-1
CC1(C(=O)Nc2cccc(C(F)(F)F)c2)Cc2c(-c3cccc(C(N)=O)c3)ccnc2O1 (centres undefined),-1
Cc1ccccc1-c1csc(C(C)(O)c2ccccc2)n1 (centres undefined),6
Cc1ccccc1-c1cc2nc(NCc3ccc4occc4c3)n(C)c(=O)c2s1,-1
O=C(NCc1ccco1)c1ccc(-c2ccc3nccn3c2)cc1,-2
COc1cc(NC(=O)C2CCCN(S(=O)(=O)c3ccc(C)cc3)C2)cc(OC)c1 (centres undefined),-2

# Following part
SMILES,NSD2 inh
O=C(Nc1ccc2ccccc2c1)OC1CCS(=O)(=O)C1 (centres undefined),2
O=C1CCCN1CCCNc1nc(NCc2ccccc2)nc2ccsc12,0
OCCN1CCN(c2ncnc3c2ncn3[C@H]2CN(Cc3cccnc3)C[C@@H](CO)O2)CC1,1
CC(C)NC(=O)C1(C)CCN1Cc1cccc(C#N)c1 (centres undefined),-1
Nn1c(SCC(=O)NC2CCCCC2)nnc1-c1n[nH]c2c1CCC2,5
O=C(O)CCC(=O)c1ccc(C2CCCCCC2)cc1,-3
COc1ccc(-c2ccccc2)cc1NC(=O)[C@@H]1O[C@H](CO)[C@@H](O)[C@H]1O,-1
CC1(Cc2ccc(C(F)(F)F)nc2)C(=O)Nc2cc(-c3ccccc3Cl)ccc21 (centres undefined),1
Cc1cc(C)cc(CC(=O)N2CCC2(C)C(=O)NS(=O)(=O)c2ccc(C(C)(C)C)cc2)c1 (centres undefined),-3
COc1ccc(-c2csc(C(C)(O)c3ccc(F)c(F)c3)n2)cn1 (centres undefined),3
COc1ccc(-c2cnc3c(NC(C)=O)cc(-c4ccc(C(=O)N5CCOCC5)cc4)cn23)cc1OC,3
COc1ccc(CNC(=O)c2cccc3c(-c4cccc(C(N)=O)c4)coc23)cc1OC,-3

# Three of the compounds above, with bars between the fields.
canonical_smiles | NSD2 inh
CC(C)NC(=O)C1(C)CCN1Cc1cccc(C#N)c1 (centres undefined) | -1
COc1ccc(-c2cnc3c(NC(C)=O)cc(-c4ccc(C(=O)N5CCOCC5)cc4)cn23)cc1OC | 3
O=C1CCCN1CCCNc1nc(NCc2ccccc2)nc2ccsc12 | 0

# Part of the list above in order of SMILES length, low to high.
SMILES,NSD2 inh
O=C(O)CCC(=O)c1ccc(C2CCCCCC2)cc1,-3
Cc1ccccc1-c1csc(C(C)(O)c2ccccc2)n1 (centres undefined),6
Cc1ccc(S(=O)(=O)Nc2ccc(F)c(F)c2O)cc1,2
COC(=O)[C@@H](C)NC(=O)C(Cc1ccc2c(c1)OCO2)NC(C)=O (some centres undefined),6
CCOC(=O)/C(=C\Nc1cccc(OCc2ccccc2)c1)NC(=O)c1ccccc1,-2
CC(C)CNc1ncnc2c1ncn2[C@H]1CN(Cc2ccncc2)C[C@@H](CO)O1,-1

# Remaining list, next part
SMILES,NSD2 inh
Cc1cccc(-c2cnc(C(O)c3ccc(F)c(C)c3)[nH]2)c1 (centres undefined),12
NC(=O)C1CC2(C1)CC(C(N)=O)C2 (centres undefined),-2
CCc1nc2c(OCc3ccccc3C(=O)OC)cccn2c1N(C)C(=O)c1cccc(OC)c1,25
COc1cccc(NC(=O)C2CCCN2C(=O)NCc2ccccc2)c1 (centres undefined),17
c1coc(-c2nnc(-c3ccc4c(c3)OCO4)o2)c1,-2

# Given bar-delimited: part of the list above
smiles | NSD2 inh
CCc1nc2c(OCc3ccccc3C(=O)OC)cccn2c1N(C)C(=O)c1cccc(OC)c1 | 25
NC(=O)C1CC2(C1)CC(C(N)=O)C2 (centres undefined) | -2
COc1cccc(NC(=O)C2CCCN2C(=O)NCc2ccccc2)c1 (centres undefined) | 17
